# RGS4 inhibitor: human RGS4 inhibition | P49798 | Transcreener GDP fluorescence polarization, RGS4-accelerated GTP hydrolysis | Potency, µM (doses to about 114 µM), for inactives: at the highest dose activity change, negative = inhibition, hits mostly inhibitors | hit rate 0.039% among 390,000 | AID 504845; note: potency is the fitted concentration of half-maximal effect; % is set by controls: 0 for no effect and ±100 for the full control effect; nearly all actives have a fitted effect of over 75% in size; some results filed as inactive show a strong effect at the top dose
#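 MLSMR compounds (23 nl, pin-transferred) preincubated 10 min at room temperature with a 500nM (2x) first reagent, then RGS4 at 900nM (2x) plus Transcreener GDP mix added; fluorescence polarization (620/688 nm) read before and after 90 min at 30 °C.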
# GLS inh: glutaminase GLS (human) inhibition; GLS enzymatic activity, qHTS titration; Potency, µM (top dose mostly 45.5 µM), for the others: top-dose activity change, negative = inhibition, actives largely listed as inhibitors; hit rate 0.21% among 410,000; O94925; AID 624170; note: potency is the fitted concentration of half-maximal effect; % is set by controls: 0 for no effect and ±100 for the full control effect
# Target sequence (O94925 whole entry, looked up): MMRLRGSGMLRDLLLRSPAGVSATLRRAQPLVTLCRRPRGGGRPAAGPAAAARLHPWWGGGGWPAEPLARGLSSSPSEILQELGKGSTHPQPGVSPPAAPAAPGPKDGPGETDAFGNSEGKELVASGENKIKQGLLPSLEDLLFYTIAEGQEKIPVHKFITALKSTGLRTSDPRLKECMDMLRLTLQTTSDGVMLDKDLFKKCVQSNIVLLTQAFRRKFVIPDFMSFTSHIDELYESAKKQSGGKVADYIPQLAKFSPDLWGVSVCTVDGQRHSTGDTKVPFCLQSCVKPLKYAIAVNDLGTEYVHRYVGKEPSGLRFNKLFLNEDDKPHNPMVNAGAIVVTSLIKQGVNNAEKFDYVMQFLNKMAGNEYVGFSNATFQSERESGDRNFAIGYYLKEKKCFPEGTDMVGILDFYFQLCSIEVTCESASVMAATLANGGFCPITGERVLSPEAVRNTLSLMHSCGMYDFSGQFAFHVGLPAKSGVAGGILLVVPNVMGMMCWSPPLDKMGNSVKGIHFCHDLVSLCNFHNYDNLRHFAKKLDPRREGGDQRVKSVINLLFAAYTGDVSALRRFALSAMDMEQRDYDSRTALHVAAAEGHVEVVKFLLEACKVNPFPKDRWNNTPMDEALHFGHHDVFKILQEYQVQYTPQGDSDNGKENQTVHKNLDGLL
#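 Compounds were pin-transferred onto hKGA, after which L-glutamine (1 mM solution) and a detection mix of glutamate oxidase, HRP and Amplex Red were added. Initial and 30 min RT fluorescence reads were collected.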
# BAZ2B inh: inhibitors of human BAZ2B bromodomain; Q9UIF8; AlphaScreen BAZ2B-H3K14Ac peptide displacement; Potency, µM (highest dose often 114 µM), for inactives: at the highest dose activity change, negative = inhibition, most hits filed as inhibitors; hit rate 4.4% among 360,000; AID 504333; note: potency is the fitted concentration of half-maximal effect; % is set by controls: 0 for no effect and ±100 for the full control effect; nearly all actives have a fitted effect of over 60% in size
#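 Inhibition is scored as reduced AlphaScreen emission. The BAZ2B/b-H3(5-23)K14Ac complex (50 nM each) in PBS pH 7.4, 0.01% Tween-20 meets compound (up to 110 uM) for 30 min at RT before bead addition.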
# HP1b chromo inh: inhibitors of HP1-beta chromodomain binding to methylated histone tails | P83916 | AlphaScreen HP1-beta / biotin-H3K9me3 peptide binding | Potency, µM (titrated, usually from 114 µM), for inactives: at the top dose activity change, negative = inhibition, most hits filed as inhibitors | hit rate 0.56% among 390,000 | AID 540317; note: potency is the fitted concentration of half-maximal effect; nearly all actives have a fitted effect of over 70% in size; inactives centre near 23
#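 AlphaScreen: HP1-beta (50 nM) preformed 30 min with biotin-H3(1-18)K9me3 peptide (50 nM) in PBS pH 7.4, 0.01% Tween-20. Compound added for 30 min at RT, then streptavidin donor/nickel chelate acceptor beads (10 ug/mL) for 30 min.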
# PI4K2A block: inhibitors of human PI4K2A; Q9BTU6; purified PI4K2A, ADP-Glo luminescence, 1 h; active compounds read low; activity change, negative = inhibition, % at 76.9 µM; hit rate 0.13% among 420,000; AID 1346378; in the data active = activity change below about -50%; inconclusive = mostly about -30% to -49%;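 note: -100% = wells without enzyme as full effect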
#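 ADP-Glo luminescence measured ADP generated by PI4K2A enzyme (4 ug/mL before mixing) with 1.2 mM PI substrate (pre-mix) and 300 microM ATP (pre-mix). Tris pH7.5 buffer with MgCl2, Triton X-100; 1 h reaction at ambient temperature.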
# G9a block: inhibitors of human histone lysine methyltransferase G9a. Potency, µM (doses to about 102 µM), without a hit: top-dose activity, negative = inhibition, usual class: inhibitors. hit rate 8.8% among 350,000. AID 504332. G9a H3K9 monomethylation, AlphaScreen, 2 h. Q96KQ7; note: potency is the fitted concentration of half-maximal effect; % is set by controls: 0 for no effect and ±100 for the full control effect; nearly all actives have a fitted effect of over 75% in size
# Target sequence (Q96KQ7 913-1193 limits assumed): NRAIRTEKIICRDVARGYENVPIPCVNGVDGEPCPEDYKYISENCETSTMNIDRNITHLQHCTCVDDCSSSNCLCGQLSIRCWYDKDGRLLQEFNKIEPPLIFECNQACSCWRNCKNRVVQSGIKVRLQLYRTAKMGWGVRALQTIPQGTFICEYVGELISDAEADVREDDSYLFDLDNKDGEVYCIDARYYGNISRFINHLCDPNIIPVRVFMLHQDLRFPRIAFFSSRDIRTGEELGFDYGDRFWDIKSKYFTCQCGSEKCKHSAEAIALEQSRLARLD
#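 Readings reflect AlphaScreen signal from monomethyl-H3K9 antibody detection. HMT at 20 nM; substrate b-H3K9 500 nM; cofactor SAM 20 uM; 2 h RT reaction; compounds tested as titrations in qHTS with 15 min preincubation.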
# ALOX12 inh: ALOX12 (human) lipoxygenase inhibition; P18054; purified 12hLO, xylenol orange hydroperoxide absorbance; Potency, µM (doses to about 108 µM), for inactives: at the top dose activity change, negative = inhibition, hits mostly inhibitors; hit rate 1.1% among 580,000; note: potency is the fitted concentration of half-maximal effect; % is set by controls: 0 for no effect and ±100 for the full control effect
#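 Purified human 12hLO (150 nM final) in 25 mM Hepes, 0.01% Triton X-100, pH 7.0 was preincubated 15 min at room temperature with compound. Then 40 uM arachidonic acid was added, 30 min. Hydroperoxide was read by Fe-XO absorbance ratio 573/405 nm.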
# ERG Ets-DNA blk: blocks human ERG Ets domain binding to DNA; P11308; fluorescence polarization, His-ERG Ets domain / labelled DNA; Potency, µM (titrated, usually from 76.9 µM), for the others: at the top dose FP activity, negative = inhibition, hits mostly inhibitors; hit rate 0.028% among 370,000; active = well fitted inhibition curve with a large enough effect in the polarisation, with a control signal flat; inconclusive = small, poorly fitted or top-dose-only effect, or effect the other way, or a change in a side signal; inactive = no such curve, though single readings can be large or run the other way; the % refers to the polarisation;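 note: polarization taken with two DNA probes labelled with fluorescein and Texas red; potency is the fitted concentration of half-maximal effect; % of control where 0% means no effect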
#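 His-tagged ERG Ets domain (1 uM in the protein solution; 300mM KCl, 50mM Tris-HCl, 1mM EDTA, 1mM DTT, pH 7.5) received compound, then a probe mix of 5 nM fluorescein-DNA and 100nM Texas-615-DNA. Fluorescence polarization was read for both dyes.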
# JMJD2A Tudor inh: JMJD2A Tudor domain (human) inhibition | O75164 | Potency, µM (titrated, usually from 114 µM), for the others: at the highest dose activity change, negative = inhibition, actives largely listed as inhibitors | AlphaScreen JMJD2A-Tudor / H3K4me3 peptide binding | hit rate 4.4% among 390,000; note: potency is the fitted concentration of half-maximal effect; % is set by controls: 0 for no effect and ±100 for the full control effect; nearly all actives have a fitted effect of over 50% in size
# An asterisk follows results filed as active; ? = inconclusive; . = not tested or not shown; [ ] = remark or other dose. Unless noted, calls come from the whole dose curve; as a rule, active = well fitted curve in the direction sought with a large enough effect; inconclusive = small, poorly fitted or top-dose-only effect, or another doubt; inactive = no such curve, though single readings can be large; an effect the other way counts as inactive or inconclusive. The list is partial; count on the stated rates, not on these rows.
SMILES	RGS4 inhibitor	GLS inh	BAZ2B inh	HP1b chromo inh	PI4K2A block	G9a block	ALOX12 inh	ERG Ets-DNA blk	JMJD2A Tudor inh
CCCCN(CC)Cc1ccc(CNC(=S)Nc2ccc(C)cc2Cl)o1	-11%	1%	4%	3%	1	35µM*	?	-10%	-34%
CCOC(=O)c1csc(-c2sccc2Br)n1	2%	-4%	14%	58%[activator]	-15	52%[activator]	0%	-12%	13%
Cc1ccccc1-c1nnc(SCC(=O)c2c(N)n(C3CC3)c(=O)[nH]c2=O)o1	-2%	-1%	-3%	22%	-2	18%[12.7 µM]	0%	10%	-14%
CC(C)COc1ccc(C(=O)N2CCN(CCc3ccccn3)CC2)cc1	-6%	3%	-18%	38%	1	6%[59 µM]	?	0%	-17%
O=C(CSc1nnc(SCc2ccc(Cl)cc2)s1)N1CCOCC1	-27%	1%	-4%	29%	-2	-39%	0%	4%	-6%
NC1=NC(=O)C2(COC(c3cccnc3)OC2)S1 (configuration not stated)	-30%	-15%	-3%	1%	-1	3%	3%	-17%	?
COc1ccccc1CNC(=O)C1CC2Cn3c(nc4ccccc43)C2N1C (configuration not stated)	4%	1%	1%	9%	-11	7%[59 µM]	18%	13%	-11%
CCc1nnc(NC(=O)CSc2nc(C)cs2)s1	-7%	-15%	24%	-14%	0	-21%	-21%	7%	-15%
Cc1ccc(N(C(=O)c2csnn2)C(C(=O)NC2CCCC2)c2cccnc2)c(C)c1 (configuration not stated)	22%	-3%	-11%	89%[activator]	0	7%	-4%	8%	-4%
COc1cccc(C(=O)NC(C)CCc2ccccc2)c1 (configuration not stated)	6%	-7%	0%	41%[activator]	0	15%	-12%	5%	-4%
O=C(NCC(=O)N(CCN1CCOCC1)C(C(=O)NC1CCCC1)c1cccnc1)c1cccs1 (configuration not stated)	16%	5%	2%	8%	-5	-3%	-18%	1%	-9%
Cc1ccc(S(=O)(=O)CC(=O)N2CCCC2)cc1	25%	6%	3%	13%	-4	8%[59 µM]	-7%	-2%	-19%
O=C(CSc1nc2ccc(Cl)cc2[nH]1)NCc1ccco1	5%	12%	?	14%	-2	-11%[59 µM]	0%	0%	-19%
Cc1cccc(/N=C/c2c(O)n(Cc3ccc4c(c3)OCO4)c(=O)c3ccccc23)n1	-12%	-6%	-3%	25%	-4	1%	6%	0%	-3%
CCCN(CCC)CC(O)COc1ccc2c(c1)OCO2 (configuration not stated)	7%	2%	-18%	11%	-4	?	-12%	-18%	10%

# Marked active in G9a block (from the list above):
SMILES	RGS4 inhibitor	GLS inh	BAZ2B inh	HP1b chromo inh	PI4K2A block	G9a block	ALOX12 inh	ERG Ets-DNA blk	JMJD2A Tudor inh
CCCCN(CC)Cc1ccc(CNC(=S)Nc2ccc(C)cc2Cl)o1	-11%	1%	4%	3%	1	35µM*	?	-10%	-34%

# (cont.)
SMILES	RGS4 inhibitor	GLS inh	BAZ2B inh	HP1b chromo inh	PI4K2A block	G9a block	ALOX12 inh	ERG Ets-DNA blk	JMJD2A Tudor inh
COc1ccc2cc(C(=O)O)n(CC(=O)c3ccccc3)c2c1	-2%	0%	4%	34%	0	11%	8%	23%	8%
NC(=S)Nc1cnc2ccccc2c1	-1%	9%	9%	21%	1	50µM*	-18%	-6%	-9%
CCN(CC)Cc1cc2ccccc2c2c1COC2	-42%	6%	-4%	44%[activator]	-3	-15%	-1%	15%	-2%
CCCCC1SC(N)=NC1=O (configuration not stated)	15%	0%	.	?	2	.	8%	4%	-10%
COc1ccc(CC(=O)OCC(=O)NCCNC(=O)COC(=O)Cc2ccc(OC)cc2)cc1	15%	4%	-1%	3%	-2	-24%	-16%	4%	-7%
CCOc1ccccc1NC(=O)c1ccc(Cl)c(NC(=O)CC(c2ccccc2)c2ccccc2)c1	2%	-19%	7%	14%	-5	26%[59 µM]	-8%	.	-15%
O=C(c1cc2ccccc2oc1=O)N(Cc1ccco1)Cc1cccs1	-35%	?	-35%	-8%	-8	6%[12.7 µM]	-4%	-2%	-30%
CC(C)c1ccc(NC(=O)CCNC(=O)Cn2ccc3ccccc3c2=O)cc1	1%	4%	-1%	14%	3	1%	2%	-5%	-25%
CN(CC(=O)Nc1ccc(Cl)c(C(F)(F)F)c1)C(=O)c1ccc2c(c1)OCCO2	18%	4%	10%	28%	1	3%	-21%	1%	-8%
Cn1nc(C(F)(F)F)c(-c2ccc(F)cc2)c1NC(=O)CSCC(=O)O	-11%	3%	-5%	7%	-3	.	-14%	-4%	-7%
Cc1cc(C)cc(NC(=S)NCCN(C2CCCCC2)C2CCCC2)c1	-7%	7%	?	-4%[57 µM]	2	-18%[59 µM]	?	-14%	-20%
CC(=O)NCCc1ccc(S(=O)(=O)N2CCOCC2)cc1	6%	6%	5%	42%[activator]	0	-3%[2.33 µM]	-14%	1%	9%
COc1ccc2[nH]c3c(=S)nc[nH]c3c2c1	?	-10%	-31%	-21%	-5	3.5µM*	?	1%	1.6µM*
CCC1CCCCN1CCCNC(=O)c1cc2c(Cl)nc3ccc(C)cc3c2s1 (configuration not stated)	?	1%	-27%	9%	0	-28%[59 µM]	-1%	-16%	-26%
O=C(O)c1cccc2c1C(=O)c1ccc(N3CCCC3)cc1S2(=O)=O	7%	6%	-4%	32%[activator]	-3	11%[2.33 µM]	?	-12%	-13%
COc1ccccc1/C=C/C(=O)OCCN1C(=O)c2ccccc2C1=O	-1%	-4%	14%	66%[activator]	-4	30%	?	4%	6%
Cc1ccc(C(=O)Nc2cc(Cl)ccc2-n2cncn2)o1	-13%	0%	0%	30%	-17	8.9µM*	-29%	-3%	-13%
COc1ccc(-c2cc(C(=O)NCCc3ccccc3)no2)cc1OC	-20%	4%	6%	20%	3	-36%[12.7 µM]	3%	-5%	-25%
CC1CC(=O)Nc2ccccc2N1S(=O)(=O)c1cccc(F)c1 (configuration not stated)	-15%	-4%	-11%	35%	-2	?	0%	-6%	-5%
C=CCNc1nc(C(=O)OCC(=O)c2ccc(OC)cc2OC)cs1	-27%	-1%	7%	22%	1	21%	-19%	-2%	-8%
Cc1[nH]n(CCC#N)c(=O)c1CC(=O)N1CCN(c2ccccc2)CC1	4%	6%	5%	50%[activator]	8	?	5%	-10%	-13%
CCCCN(C)/C=N/c1c(C#N)cnn1-c1ccc(C)cc1	12%	0%	52%[activator]	102%	-4	132%[activator]	-24%	3%	36%
CC1CCc2nc3ccc(S(=O)(=O)N4CCC(C(=O)NC5CCCC5)CC4)cc3c(C(=O)O)c2C1 (configuration not stated)	-13%	3%	-32%	26%	-2	45µM*	-16%	-15%	-23%
CCOC(=O)c1cccc(NC(=O)CCc2nc(-c3ccccc3F)no2)c1	-21%	-6%	37%	22%	-10	46%	2%	-13%	9%
CC1CCN(S(=O)(=O)N2CCC(C(=O)NCCN3CCOCC3)CC2)CC1	4%	7%	-6%	15%	3	-4%[59 µM]	-13%	.	-30%
CCN(CC)CCNC(=O)c1nn(C)c2c1CS(=O)(=O)c1ccccc1-2	-3%	-3%	-2%	-16%	3	?	5%	-1%	-18%
O=C(NC1CCCCC1)C1CC(=O)N(CCc2ccccc2)C1 (configuration not stated)	-17%	-1%	9%	22%	-1	6%	14%	-4%	-9%
CC1CN(CN2C(=O)c3ccccc3C2=O)CC(C)O1 (configuration not stated)	14%	2%	-3%	25%	0	36%[59 µM]	7%	2%	-3%
O=C1N=c2ccccc2=C1c1sc(NS(=O)(=O)Cc2ccccc2)nc1O	7%	?	?	6%	-2	-18%[59 µM]	-25%	14%	?
NS(=O)(=O)c1ccc(NC(=O)COC(=O)CCc2ccc(S(=O)(=O)N3CCOCC3)cc2)cc1	-24%	-6%	-11%	43%[activator]	0	7%	-1%	5%	-9%
COc1ccc(C2=NN(C(=O)c3cccs3)C(c3ccccc3O)C2)cc1 (configuration not stated)	-5%	-1%	4%	5%	5	4%	-3%	-3%	-23%
CC1(C)Cc2c(cnn2-c2ccc(F)cc2)C(NC(=O)C2CCC2)C1 (configuration not stated)	-20%	-16%	24%	27%	-4	-2%	312%[activator]	6%	5%
CCCCOc1cccc(NC(=O)CSc2nncn2C)c1	10%	6%	0%	24%	2	4%	1%	6%	-17%
Cc1nn2c3ccccc3n(CCN3CCCCC3)c2nc1=O	10%	9%	-1%	39%[activator]	-3	20%[59 µM]	12%	3%	8%
COC(=O)c1cc(OC)c(OCc2cc(C(=O)OC)oc2C)c(OC)c1	13%	0%	-2%	26%	5	1%[59 µM]	-2%	-3%	-6%
CCCn1c2ccc(F)cc2c2nnc(SCCN(CC)CC)nc21	-34%	4%	-1%	51%[activator]	1	-30%[59 µM]	-28%	-4%	?
COc1cc(CNC2CCC(C)C2)cc(OC)c1 (configuration not stated)	23%	-4%	8%	17%	1	10%[59 µM]	-21%	-9%	-12%

# Molecules shown so far containing a cyano group:
SMILES	RGS4 inhibitor	GLS inh	BAZ2B inh	HP1b chromo inh	PI4K2A block	G9a block	ALOX12 inh	ERG Ets-DNA blk	JMJD2A Tudor inh
Cc1[nH]n(CCC#N)c(=O)c1CC(=O)N1CCN(c2ccccc2)CC1	4%	6%	5%	50%[activator]	8	?	5%	-10%	-13%
CCCCN(C)/C=N/c1c(C#N)cnn1-c1ccc(C)cc1	12%	0%	52%[activator]	102%	-4	132%[activator]	-24%	3%	36%
